Bioassay records from PubChem.
PMI act: activators of human phosphomannose isomerase; activation factor at 20 µM; purified human PMI, coupled resazurin fluorescence, 20 min; hits give high values; 1 = vehicle control, 0 substrate-free wells; actives 0.005% (n = 190,000); AID 1214; P34949;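 active = activation factor of 2 or more at 20 µM, relative to plate controls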
Target sequence (P34949 whole entry, looked up): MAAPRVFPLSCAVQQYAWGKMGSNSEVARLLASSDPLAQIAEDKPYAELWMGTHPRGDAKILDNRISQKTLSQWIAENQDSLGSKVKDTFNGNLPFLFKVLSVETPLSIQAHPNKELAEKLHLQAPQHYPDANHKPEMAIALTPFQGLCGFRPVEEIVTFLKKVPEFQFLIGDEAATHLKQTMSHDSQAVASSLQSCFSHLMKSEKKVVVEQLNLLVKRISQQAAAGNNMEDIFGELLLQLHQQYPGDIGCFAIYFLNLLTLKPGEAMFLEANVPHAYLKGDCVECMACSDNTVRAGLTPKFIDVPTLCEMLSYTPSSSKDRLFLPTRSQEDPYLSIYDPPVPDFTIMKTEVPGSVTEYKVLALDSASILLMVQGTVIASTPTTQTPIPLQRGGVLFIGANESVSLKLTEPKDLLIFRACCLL
bIAP inhibitor: intestinal alkaline phosphatase (bovine) inhibition; purified bovine IAP, CDP-star luminescence, 30 min; inhibition, % at 20 µM; 190,000 tested, under 10 active;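 active = over 50% inhibition of intestinal alkaline phosphatase at 20 µM in the single-dose screen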
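System: Purified bovine intestinal alkaline phosphatase (IAP) enzyme | Input: IAP diluted 1/65,000,000 in the well | Also added: CDP-star chemiluminescent phosphatase substrate, 30 µM final | Dosing: 20 µM single dose | Times: Enzyme reaction for 30 min at room temperature | Detection: Luminescence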
bIAP act: increases bovine intestinal alkaline phosphatase activity. purified bovine IAP, CDP-star luminescence, 30 min; hits give high values; fold of DMSO-control signal, blank-subtracted. activation factor at 20 µM. actives 0.17% (n = 200,000). AID 1016;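 active = activation factor of 2 or more at 20 µM, a signal rise over negative controls twice the positive control's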
PMI act satM6P: activators of human phosphomannose isomerase at near-saturating mannose 6-phosphate | P34949 | coupled PMI enzyme assay, resazurin fluorescence, 20 min; hits give high values; 1 = untreated enzyme, 0 = substrate-free blank | activation factor at 20 µM | actives 0.34% (n = 190,000) | AID 1216;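 active = activation factor of 2 or more at 20 µM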
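Test system: Human PMI in coupled enzyme assay | Input: 15 ng/mL PMI | Medium: HEPES-buffered pH 7.4 with magnesium and detergent | Compound: One concentration, 20 µM, in 1% DMSO | Incubation: Enzyme reaction with compound 20 min at room temperature | Detection: Diaphorase-driven resazurin-to-resorufin fluorescence, excitation 544, emission 590 nm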
L major viab: inhibitors of Leishmania major promastigote growth | Leishmania major promastigotes, resazurin fluorescence viability | inhibition, % at 10 µM | actives 9% (n = 200,000); in the data active = inhibition above about 50%;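 note: promastigotes grown with compound for 44 hours at 28 °C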
TNAP inh noacc: inhibitors of human TNAP without phosphate acceptor | purified TNAP, CDP-star luminescence, 30 min | inhibition, % at 20 µM | actives 0.26% (n = 200,000) | AID 1012;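 active = tissue-nonspecific alkaline phosphatase inhibition above about 50% at 20 µM in the single-dose screen, limit read from the data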;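 note: 0% = DMSO negative control and 100% = EDTA positive control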
Target sequence (P05186 whole entry, looked up): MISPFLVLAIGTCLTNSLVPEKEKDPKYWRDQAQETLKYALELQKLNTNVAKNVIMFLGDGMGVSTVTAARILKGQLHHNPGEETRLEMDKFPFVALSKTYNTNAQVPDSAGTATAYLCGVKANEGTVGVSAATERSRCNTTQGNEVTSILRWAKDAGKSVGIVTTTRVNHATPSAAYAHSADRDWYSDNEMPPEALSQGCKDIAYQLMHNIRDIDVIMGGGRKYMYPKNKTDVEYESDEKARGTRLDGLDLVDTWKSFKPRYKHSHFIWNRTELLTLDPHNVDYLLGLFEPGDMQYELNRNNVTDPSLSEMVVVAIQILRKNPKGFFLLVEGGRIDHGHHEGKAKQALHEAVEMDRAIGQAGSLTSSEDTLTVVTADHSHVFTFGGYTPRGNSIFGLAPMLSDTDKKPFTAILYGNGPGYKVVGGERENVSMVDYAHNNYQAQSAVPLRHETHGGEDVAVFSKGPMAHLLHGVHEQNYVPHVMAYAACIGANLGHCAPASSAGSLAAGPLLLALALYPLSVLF
TNAP inh hi DEA: TNAP (human) inhibition, high acceptor | AID 1135 | purified TNAP, CDP-star luminescence, 1 M DEA | inhibition, % at 20 µM | actives 0.03% (n = 200,000) | P05186;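 active = over 50% inhibition of tissue-nonspecific alkaline phosphatase at 20 µM in the single-dose screen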;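 note: plate controls were DMSO wells for no effect and EDTA-quenched wells as full inhibition for full effect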
Diaph inh CS: counter-screen for diaphorase-based assays: diaphorase inhibitors and chemical oxidizers; actives 0.69% (n = 190,000); inhibition, % at 20 µM; diaphorase resazurin-to-resorufin fluorescence, NADH, 16 min; bacterial (C. kluyveri) enzyme, not human;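 active = primary screen inhibition at 20 µM above a set limit, cut at about 50% in these data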;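 note: plate controls were DMSO with full reaction for no effect and wells lacking NADH for full effect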
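Assay system: diaphorase enzyme from Clostridium kluyveri. Quantity: enzyme working solution with 0.14 U/mL diaphorase. Schedule: reaction incubation of 16 min at room temperature. Technique: resorufin fluorescence, excitation 544 nm, emission 590 nm. Controls: No-NADH positive control and DMSO neutral control.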
TNAP act hiacc: increases human TNAP activity under high phosphate acceptor concentration; 200,000 tested, under 10 active; P05186; purified TNAP, CDP-star luminescence, 1 M DEA, 30 min; hits give high values; 0 = EDTA background, 1 = DMSO-only activity; AID 1136; activation factor at 20 µM;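 active = activation factor at least 2 at 20 µM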
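Control set: EDTA negative control, DMSO positive control / Assay system: human TNAP / Quantity: TNAP 1/800 final / Evaluation: TNAP activation factor scaled between EDTA and DMSO control wells / Measured by: luminescent substrate turnover signal / Compound dosing: one dose, 20 µM / Times: 30 min enzyme reaction at room temperature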
Diaphorase act: counter-screen for diaphorase-based assays: diaphorase activators and chemical reducers; Diaphorase/resazurin coupled assay, resorufin fluorescence, 16 min; hits give high values; 1 = vehicle wells, 0 = NADH-free wells; activation factor at 20 µM; actives 0.005% (n = 190,000); AID 1229;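 active = diaphorase activity raised at least twofold by the compound at 20 µM; inactive = activation factor below 2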
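Measured by – red resorufin fluorescence at 544/590 nm excitation/emission · Test system – Clostridium kluyveri diaphorase, purified enzyme · Incubation – reaction time 16 min, room temperature · Buffer or medium – 50 mM HEPES pH 7.4 with 4.542 mM MgCl2, 0.005% Tween 20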
Numbers without * were called inactive; nt = not tested or not shown. Hits appear at their usual frequency. About 10% of those tested had a hit in this group.

SMILES	PMI act	bIAP inhibitor	bIAP act	PMI act satM6P	L major viab	TNAP inh noacc	TNAP inh hi DEA	Diaph inh CS	TNAP act hiacc	Diaphorase act
CCOc1ccc(-n2c(C)cc(/C=N/NC(=O)C(N)=O)c2C)cc1	1	-23	1.2	0.6	4	-22	-3	19	1	0.8
CC(C)(C)c1[nH]nc2c1C(c1ccsc1)C(C#N)=C(N)O2 (centres undefined)	nt	-20	1.2	nt	14	0	-6	nt	1.1	nt
COc1cccc(C(=O)OCC(=O)c2c[nH]c3ccccc23)c1O	1	-2	1	1	26	-17	-4	22	1	0.8
COC(=O)c1ccc(CNC(=O)CNc2cc(C(F)(F)F)ccc2N2CCOCC2)cc1	0.9	-3	1	0.9	11	-11	-7	23	1.1	0.8
CCOC(=O)C1(CCOc2ccccc2)CCN(Cc2cccc3c2OCO3)CC1	0.9	5	0.9	1	91*	-2	-1	13	1	0.9
COC(=O)c1ccc(C(=O)Nc2cc(Cl)ccc2Cl)cc1NC(=O)c1ccc(N(C)C)cc1	0.9	4	1	0.9	-3	-5	0	9	1	0.9
COc1ccc(Cl)cc1NC(=O)c1cnc2n(c1=O)CCS2	1	14	0.9	1	nt	-12	-7	12	1.1	0.9
Cc1cc(C)n(-c2ccc(Cl)c(C(=O)Nc3ccc(OC(F)(F)F)cc3)n2)n1	1.1	-9	1.1	1	-1	0	2	-6	1	1.1
N/C(=N\OC(=O)/C=C/c1ccccc1Cl)c1ccncc1	0.9	11	0.9	0.9	16	-6	-2	11	1	0.9
Nc1ccccc1C(=O)NCc1ccc(F)cc1	1.1	3	1	1.2	-3	-5	-9	-19	1.1	1.2
Nc1nnc(CC(c2ccccc2)c2ccccc2)s1	0.9	13	0.9	1	-1	-2	3	6	1	0.9
COC(=O)c1cc(NC(=O)c2cccs2)ccc1N1CCOCC1	nt	12	0.9	nt	-2	0	2	nt	1	nt
CNC(=O)[C@@]1(C)C=C[C@@H](Cc2ccccc2)N1C(=O)OC	1.1	-5	1.1	1.1	-1	-6	1	0	1	1
O=C(NCc1nnc(SC/C=C/c2ccccc2)o1)c1ccco1	1	-11	1.1	1.1	-1	-8	-6	-6	1.1	1.1
CC(C)CC(=O)Nc1cccc(C(=O)Nc2ccccc2C(=O)O)c1	0.9	6	0.9	1	-12	-8	-5	19	1.1	0.8
C/C(=N\NC(=O)COc1ccc(C)cc1[N+](=O)[O-])c1cccs1	1.1	-15	1.1	1	-2	-8	-2	-8	1	1.1
CC(C)NC(=O)CN(CCc1ccccc1)S(C)(=O)=O	1	13	0.9	1	-7	-16	-6	7	1.1	0.9
Cc1ccc(-c2nc3sc(C#N)c(N)n3c(=O)c2C#N)cc1	1	-15	1.2	1.1	-3	0	0	26	1	0.7
CCN1CCN(C(=O)CCCCCn2c(=O)[nH]c3cc(C(=O)OC)ccc3c2=O)CC1	1	6	0.9	1	9	-12	-3	15	1	0.8
OC(COC(c1ccccc1)c1ccccc1)CN1CCN(c2ccccn2)CC1 (centres undefined)	1	-1	1	1	4	-2	1	8	1	0.9
c1ccn2c(c1)nc1c2nc2ccccn21	1	-10	1.1	0.9	19	-16	-8	14	1.1	0.9
O=C(CSc1nc2ccccc2c(=O)n1Cc1ccc(Cl)cc1)NCc1cccs1	0.8	13	0.9	0.9	-2	-11	-3	6	1	0.9
CCOc1ccc(C(=O)Nc2c3c(nn2C(C)(C)C)CSC3)cc1OCC	0.8	-4	1	0.9	2	12	-1	19	1	0.8
CCOc1ccccc1NC1=NCC(=O)N1Cc1ccc(F)cc1	1.2	-4	1	1.3	-7	1	-7	-6	1.1	1.1
CCN(C(=O)Cn1c(=O)n(-c2cc(OC)c(OC)c(OC)c2)c(=O)c2ccccc21)c1cccc(C)c1	1.1	3	1	1.1	-2	-11	-1	4	1	1
COc1ccc(CNC(=O)C(c2ccco2)N(C(=O)Cc2cccs2)c2cccnc2)cc1 (centres undefined)	1	-12	1.1	1	7	-5	-1	-6	1	1.1
CN(N)c1ccc2c(C(F)(F)F)cc(C(F)(F)F)nc2n1	1.1	2	1	1.1	2	-1	1	-11	1	1.1
Cc1cc(C)cc(N(CC(=O)NC(C)(C)C)C(=O)CNC(=O)c2cccs2)c1	1	-4	1	1.1	-2	-7	-5	-8	1.1	1.1
Cc1nc2ccc(S(=O)(=O)NC(C(=O)NCc3ccc4c(c3)OCO4)C(C)C)cc2s1 (centres undefined)	1	9	0.9	1	2	-15	-7	14	1.1	0.9
O=C(O)CCCNC(=O)c1cncc(Br)c1	0.9	5	0.9	1	-4	-10	-6	15	1.1	0.8
CCCCS(=O)(=O)Nc1ccc2cn[nH]c2c1	0.9	-34	1.3	0.6	-4	2	-1	10	1	0.9
CC(=O)OC1C(OC(C)=O)N(C(C)=O)C(=O)N1C(C)=O (centres undefined)	1	2	1	1	-4	-11	-9	19	1.1	0.8
COC(=O)C(C)Sc1ccc2nnc(-c3ccccc3)n2n1 (centres undefined)	1.3	7	0.9	1.3	1	-12	-2	15	1	0.8
Cc1cccc(-c2noc(CSc3ccccc3)n2)c1	1	20	0.8	1	-3	0	-5	16	1.1	0.8
CCN1CCN(c2ncnc3sc(C(=O)Nc4ccccc4F)c(C)c23)CC1	0.9	-2	1	1	12	-12	0	8	1	0.9
O=C(/C=C/c1cccc(Oc2ccccc2)c1)N1CCOCC1	0.9	-1	1	1	-3	-4	1	6	1	0.9
CN1/C(=C\C=Nc2cc(S(=O)(=O)N3CCOCC3)ccc2N2CCOCC2)C(C)(C)c2ccccc21	0.8	7	0.9	1	7	12	6	8	0.9	0.9
COc1cc2c(C#N)c(N3CCCCC3)nc(N)c2c(N)n1	0.3	9	0.9	0.3	25	-11	-4	64*	1	0.4
CCCn1c(=O)c2ccccc2n2c(SCCOc3ccc(C)cc3)nnc12	0.9	3	1	0.9	-4	3	-2	28	1	0.7
CCC(C)c1ccc(NC(=O)C/C(C)=N/NC(=O)c2cnccn2)cc1 (centres undefined)	1	15	0.8	1	42	-44	-2	17	1	0.8
COc1ccc(C)cc1S(=O)(=O)N(CC(=O)Nc1cccc([N+](=O)[O-])c1)c1ccc(C)c(C)c1	0.9	-5	1	1	50*	-8	-6	14	1.1	0.9
Cc1c(NC(=O)COC(=O)Cc2ccc(Cl)cc2)c(=O)n(-c2ccccc2)n1C	1	-4	1	1	-6	-13	-9	17	1.1	0.8
CC1(c2ccc(Cl)cc2)NC(=O)N(CC(=O)N2CCCC2)C1=O (centres undefined)	1.1	5	1	1.1	-8	-13	-4	-5	1	1.1
O=C(c1cnn2c(C(F)(F)F)cc(-c3ccccc3)nc12)N1CCOCC1	1	8	0.9	1	-5	-10	-3	11	1	0.9
COc1ccc2nc(Nc3nc(-c4cc5ccccc5oc4=O)cs3)sc2c1	1	6	0.9	1.1	18	-19	6	-8	0.9	1.1
O=C1NC(c2ccc(-c3ccccc3[N+](=O)[O-])o2)C(C(=O)c2ccc(F)cc2)C(O)(C(F)(F)F)N1 (centres undefined)	0.9	-20	1.2	0.6	11	11	2	27	1	0.7
O=C1CN(C(=O)/C=C/c2ccc(Cl)cc2)c2ccccc2N1	1	-26	1.3	0.9	5	6	-4	12	1	0.9
O=C(COC(=O)c1cc(F)cc(F)c1)Nc1cccnc1Cl	1.1	9	0.9	1.1	-5	-8	1	-5	1	1.1
Cc1cc(=O)[nH]c(SCC(=O)Nc2ccccc2C#N)c1C#N	1.2	3	1	1.5	-8	-4	-5	9	1.1	0.9
O=C(NCc1ccccc1)c1csc2c1CCCC2	1.1	29	0.7	1.1	8	8	-4	5	1	1

Later entries.
SMILES	PMI act	bIAP inhibitor	bIAP act	PMI act satM6P	L major viab	TNAP inh noacc	TNAP inh hi DEA	Diaph inh CS	TNAP act hiacc	Diaphorase act
Cc1cc(Nc2ccccc2)nn1C(=O)c1ccc([N+](=O)[O-])cc1	1	6	0.9	0.9	-3	0	-2	14	1	0.9
CCC(c1nnnn1Cc1ccc2c(c1)OCO2)N1CCN(c2ccccc2)CC1 (centres undefined)	0.8	6	0.9	0.9	40	-1	2	9	1	0.9
COc1cc2c(cc1NC(=S)NC(=O)/C=C/c1ccco1)oc1ccccc12	1.1	9	0.9	1	48	-10	3	5	1	0.9
Cc1nc2c(C#N)c(C)[nH]n2c(=O)c1Cc1ccccc1	0.9	-1	1	0.9	87*	2	-3	11	1	0.9
Cc1ccc(OCC(=O)N(Cc2ccccc2)C(C)(C)C)c([N+](=O)[O-])n1	0.9	15	0.9	0.9	5	-10	-1	13	1	0.9
COc1cc2cnncc2cc1OC	1	-9	1.1	1	4	-11	-2	-4	1	1
O=C(c1ccco1)N1C(=O)c2cccc3c(S(=O)(=O)N4CCCC4)ccc1c23	0.9	9	0.9	1	-1	-5	-6	15	1.1	0.8
CC(Oc1ccc([N+](=O)[O-])cc1Cl)C(=O)Nc1ccc(C(N)=O)cc1 (centres undefined)	1	-4	1	1	2	-7	-2	-4	1	1
O=C(CSc1nc2ccccc2s1)NCCOc1ccc(Cl)cc1	1	11	0.9	0.9	-3	-2	5	23	1	0.8
CC(C)N(C(=O)COC(=O)c1ccc([N+](=O)[O-])cc1)c1ccccc1	1	4	1	1.1	0	-7	0	5	1	0.9
Cc1cc(CNC(=O)COc2ccccc2F)c2ccccc2n1	1.1	-4	1	1	-8	-6	-8	-11	1.1	1.1
CCc1cc(OCCN(C)C)ccc1Cl	1	-9	1.1	1	5	-11	-2	14	1	0.9

Structural class: those above containing a cyano group (5)
SMILES	PMI act	bIAP inhibitor	bIAP act	PMI act satM6P	L major viab	TNAP inh noacc	TNAP inh hi DEA	Diaph inh CS	TNAP act hiacc	Diaphorase act
CC(C)(C)c1[nH]nc2c1C(c1ccsc1)C(C#N)=C(N)O2 (centres undefined)	nt	-20	1.2	nt	14	0	-6	nt	1.1	nt
Cc1ccc(-c2nc3sc(C#N)c(N)n3c(=O)c2C#N)cc1	1	-15	1.2	1.1	-3	0	0	26	1	0.7
COc1cc2c(C#N)c(N3CCCCC3)nc(N)c2c(N)n1	0.3	9	0.9	0.3	25	-11	-4	64*	1	0.4
Cc1cc(=O)[nH]c(SCC(=O)Nc2ccccc2C#N)c1C#N	1.2	3	1	1.5	-8	-4	-5	9	1.1	0.9
Cc1nc2c(C#N)c(C)[nH]n2c(=O)c1Cc1ccccc1	0.9	-1	1	0.9	87*	2	-3	11	1	0.9
